High-throughput results as filed in PubChem.
ERG-DNA inh: inhibitors of human ERG Ets domain-DNA interaction. Potency, µM (doses to about 76.9 µM), inactives show at the top dose FP activity, negative = inhibition, most hits filed as inhibitors. fluorescence polarization, His-ERG Ets domain / labelled DNA. P11308. actives 0.028% (n = 370,000). AID 624246; active = well fitted inhibition curve with a large enough effect in the polarisation, with a control signal flat; inconclusive = small, poorly fitted or top-dose-only effect, or effect the other way, or a change in a side signal; inactive = no such curve, though single readings can be large or run the other way; the % refers to the polarisation;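 note: polarization taken with two DNA probes labelled with fluorescein and Texas red; potency is the fitted concentration of half-maximal effect; % of control where 0% means no effect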
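His-tagged ERG Ets domain (1 uM in the protein solution; 300mM KCl, 50mM Tris-HCl, 1mM EDTA, 1mM DTT, pH 7.5) received compound, then a probe mix of 5 nM fluorescein-DNA and 100nM Texas-615-DNA. Fluorescence polarization was read for both dyes.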
POLH inh: blocks human DNA polymerase eta activity. Q9Y253. recombinant Pol eta, fluorescent DNA replication assay. Potency, µM (series often up to 114 µM), for inactives: at the top dose activity change, negative = inhibition, usual class: inhibitors. actives 1.2% (n = 390,000). AID 588591; note: potency is the fitted concentration of half-maximal effect; % is set by controls: 0 for no effect and ±100 for the full control effect
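Pol eta (10 nM) was preincubated with compounds for 15 min at room temperature, after which fluorescent replication substrate (50 nM final) was added to start the reaction. Fluorescence was read kinetically at 0 and 10 min.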
ALOX12 inh: inhibitors of human 12S-lipoxygenase ALOX12. Potency, µM (titrated, usually from 108 µM), for the others: at the top dose activity change, negative = inhibition, hits mostly inhibitors. actives 1.1% (n = 580,000). AID 1671190. purified 12hLO, xylenol orange hydroperoxide absorbance; note: potency is the fitted concentration of half-maximal effect; % is set by controls: 0 for no effect and ±100 for the full control effect
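Purified human 12hLO (150 nM final) in 25 mM Hepes, 0.01% Triton X-100, pH 7.0 was preincubated 15 min at room temperature with compound. Then 40 uM arachidonic acid was added, 30 min. Hydroperoxide was read by Fe-XO absorbance ratio 573/405 nm.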
Anesthetic bind: binds horse apoferritin like a general anesthetic; apoferritin/1-aminoanthracene competitive binding, fluorescence; Potency, µM (titrated, usually from 77.5 µM), inactives show at the top dose activity change, negative = displacement, hits mostly inhibitors; actives 0.074% (n = 350,000); note: potency is the fitted concentration of half-maximal effect; % is set by controls: 0 for no effect and ±100 for the full control effect; nearly all actives have a fitted effect of over 20% in size
Target sequence (P02791 2-175 limits assumed): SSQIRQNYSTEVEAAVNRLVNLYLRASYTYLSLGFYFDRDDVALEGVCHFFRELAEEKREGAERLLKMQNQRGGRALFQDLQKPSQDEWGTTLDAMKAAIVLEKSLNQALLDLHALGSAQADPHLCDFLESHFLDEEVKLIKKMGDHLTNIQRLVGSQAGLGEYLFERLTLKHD
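Concentration-response curves derived by four-parameter Hill fitting of normalized fluorescence, where compounds displaced 1-AMA from 10 uM horse apoferritin following a brief 10 min room-temperature incubation; propofol titration acted as positive control.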
Pol beta inh: inhibitors of human DNA polymerase beta; Pol beta primer extension/strand displacement, fluorescence kinetic; P06746; actives 1.3% (n = 340,000); Potency, µM (highest dose often 114 µM), without a hit: top-dose activity change, negative = inhibition, most hits filed as inhibitors; note: potency is the fitted concentration of half-maximal effect; % is set by controls: 0 for no effect and ±100 for the full control effect
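Enzyme-only controls used 10 nM Pol beta; buffer lacking enzyme served as negative control. Compound preincubated 15 min, then 50 nM substrate added; 0 and 10 min reads at room temperature.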
POLK inh: inhibitors of human DNA polymerase kappa. Q9UBT6. purified Pol kappa, fluorescent DNA synthesis assay, 10 min. Potency, µM (top dose mostly 107 µM), for the others: at the top dose activity, negative = inhibition, actives largely listed as inhibitors. actives 0.53% (n = 400,000). AID 588579; note: potency is the fitted concentration of half-maximal effect; % is set by controls: 0 for no effect and ±100 for the full control effect
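50 nM final substrate added after 15 min RT preincubation of 10 nM Pol kappa with compound; fluorescence read at 0 and 10 min.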
LDHA inh: LDHA (human) enzyme inhibition | actives 0.15% (n = 480,000) | AID 1347041 | purified LDHA, NADH/diaphorase-resazurin fluorescence; hits give low values | P00338 | activity change, % (values are at about 110 or 230 µM); in the data active = activity change below about -30%; inconclusive = mostly about -25% to -30%;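 note: plate controls were DMSO wells for no effect and wells without enzyme for full effect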
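Enzyme activity of human lactate dehydrogenase 5 (2 nM; 0.06 mM NADH, 0.2 mM pyruvate, 5 min, RT) is measured via a resazurin/diaphorase fluorescence readout of residual NADH.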
RGS4 inhibitor: inhibitors of human regulator of G protein signaling 4. Transcreener GDP fluorescence polarization, RGS4-accelerated GTP hydrolysis. Potency, µM (highest dose often 114 µM), inactives show at the top dose activity change, negative = inhibition, usual class: inhibitors. actives 0.039% (n = 390,000). AID 504845; note: potency is the fitted concentration of half-maximal effect; % is set by controls: 0 for no effect and ±100 for the full control effect; nearly all actives have a fitted effect of over 75% in size; some results filed as inactive show a strong effect at the top dose
Target sequence (P49798 whole entry, looked up): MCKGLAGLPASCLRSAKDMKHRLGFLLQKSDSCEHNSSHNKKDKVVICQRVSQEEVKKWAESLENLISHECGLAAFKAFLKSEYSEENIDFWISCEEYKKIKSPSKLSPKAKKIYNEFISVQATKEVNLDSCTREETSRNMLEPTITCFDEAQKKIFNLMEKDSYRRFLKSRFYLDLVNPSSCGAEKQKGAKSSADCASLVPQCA
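MLSMR compounds (23 nl, pin-transferred) preincubated 10 min at room temperature with a 500nM (2x) first reagent, then RGS4 at 900nM (2x) plus Transcreener GDP mix added; fluorescence polarization (620/688 nm) read before and after 90 min at 30 °C.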
APEX1 inh: APE1 (human) endonuclease inhibition; recombinant APE1, TAMRA/BHQ-2 abasic DNA cleavage fluorescence; AID 2517; actives 0.35% (n = 350,000); P27695; Potency, µM (top dose mostly 65.8 µM), inactives show at the highest dose activity change, negative = inhibition, hits mostly inhibitors;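 note: potency is the fitted concentration of half-maximal effect; plate controls were vehicle for no effect and reference inhibitor for full effect; nearly all actives have a fitted effect of over 55% in size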
Target sequence (P27695 whole entry, looked up): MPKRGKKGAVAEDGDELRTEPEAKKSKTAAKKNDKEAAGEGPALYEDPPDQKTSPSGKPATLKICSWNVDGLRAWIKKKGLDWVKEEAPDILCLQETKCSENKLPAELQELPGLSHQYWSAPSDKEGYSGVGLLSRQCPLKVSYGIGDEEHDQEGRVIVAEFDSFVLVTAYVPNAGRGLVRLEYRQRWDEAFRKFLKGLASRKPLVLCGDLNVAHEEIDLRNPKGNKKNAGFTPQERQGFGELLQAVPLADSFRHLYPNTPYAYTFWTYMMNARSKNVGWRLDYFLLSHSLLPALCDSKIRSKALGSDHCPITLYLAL
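Measures dequenching upon AP-site incision of a 5'-TAMRA/3'-BHQ-2 THF-containing duplex, 50 nM; human APE1 0.75 nM after 15 min room-temperature exposure to compound; kinetic three-point read at one-minute spacing.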
* hit, by the source's call; ? = inconclusive; . = not tested or not shown; & = joins results of further samples; [ ] = remark or other dose. Unless noted, calls come from the whole dose curve; as a rule, active = well fitted curve in the direction sought with a large enough effect; inconclusive = small, poorly fitted or top-dose-only effect, or another doubt; inactive = no such curve, though single readings can be large; an effect the other way counts as inactive or inconclusive. Some of the compounds tested. The share of hits here may be higher or lower than overall.

SMILES | ERG-DNA inh | POLH inh | ALOX12 inh | Anesthetic bind | Pol beta inh | POLK inh | LDHA inh | RGS4 inhibitor | APEX1 inh
COc1ccc(CC(=O)NNC(=O)c2ccc(Br)s2)cc1OC | -4% | -19% | 1% | . | . | 0% | -4 | -11% | 6%
CN(Cc1ccccc1)C(=O)c1[nH]cnc1C(=O)NC1CCN(C(=O)OC(C)(C)C)CC1 | -3% | -8% | -1% | . | . | 10% | 6 | -25% | 18%
CN(C)CCN(Cc1ccccc1)S(=O)(=O)c1csc(C(N)=O)c1 | -12%&0% | 3%&-20% | ? | -3%&-4% | 16%&-3% | 4%&-1% | -4&-4 | 18%[56.9 µM] | -8%
CC(=O)Nc1ccc(S(=O)(=O)N2CCN(C(C)CCc3ccccc3)CC2)cc1 (centres undefined) | 6% | -2% | 5.6µM* | -10% | -7% | -13% | -8 | 20% | 2%
CCCCc1ccc(NC(=O)c2ccc(=O)n(Cc3cccc(C)c3)c2)cc1 | 0% | ? | -19% | -6% | 3% | -11%[60.1 µM] | -2 | -14% | .
CCOc1ccccc1/C=c1\sc2ncnn2c1=O | -3% | -11% | ? | -10% | -16% | -2% | -1 | -24% | -4%
COc1ccc(N=c2oc3c(OC)cccc3cc2C(=O)NCc2ccco2)c(OC)c1 | 0% | -9% | . | -18% | 2% | -15% | 0 | -12% | 9%
CCc1ccc(-n2c(SCC(=O)c3ccc4c(c3)NC(=O)CO4)nc3ccccc3c2=O)cc1 | -1% | -22% | 0% | -6% | -15% | -2% | -1 | -13% | 0%
CCOC(=O)c1[nH]c2ccccc2c1NC(=O)C1CCCC1 | -11% | -5% | 26% | -9% | 1% | 20% | 0 | -4% | 0%
O=C(NC1CCCC1)C(c1ccco1)N(C(=O)c1ccco1)c1ccc(F)cc1 (centres undefined) | -3% | -9% | -4% | -16% | 11% | -25% | -4 | 0% | 21%
COc1ccccc1N1CCN(C(=O)N2CCOCC2)CC1 | -1% | 0% | ? | -9% | -22% | -9% | -9 | -8% | 2%
CC(C)Oc1ccc(C(=O)NCCNC(=O)c2ccco2)cc1 | 7% | -13% | -18% | 7% | 55% | 4% | 1 | -3% | -7%
O=C(NCc1ccc2c(c1)OCO2)c1cc(-c2ccccc2)c(N2CCOCC2)s1 | 21% | -7% | . | 55%[activator] | 3% | -2% | -9 | 23% | 4%
CC1CCN(CC(=O)Nc2ccc(S(=O)(=O)N3CCCC(C)C3)cc2)CC1 (centres undefined) | 13% | -19% | ? | -13% | 26% | 6% | 1 | 11% | -2%

Retrieved by compound from the list above (5):
SMILES | ERG-DNA inh | POLH inh | ALOX12 inh | Anesthetic bind | Pol beta inh | POLK inh | LDHA inh | RGS4 inhibitor | APEX1 inh
COc1ccc(CC(=O)NNC(=O)c2ccc(Br)s2)cc1OC | -4% | -19% | 1% | . | . | 0% | -4 | -11% | 6%
O=C(NC1CCCC1)C(c1ccco1)N(C(=O)c1ccco1)c1ccc(F)cc1 (centres undefined) | -3% | -9% | -4% | -16% | 11% | -25% | -4 | 0% | 21%
CC(=O)Nc1ccc(S(=O)(=O)N2CCN(C(C)CCc3ccccc3)CC2)cc1 (centres undefined) | 6% | -2% | 5.6µM* | -10% | -7% | -13% | -8 | 20% | 2%
CCOc1ccccc1/C=c1\sc2ncnn2c1=O | -3% | -11% | ? | -10% | -16% | -2% | -1 | -24% | -4%
CN(Cc1ccccc1)C(=O)c1[nH]cnc1C(=O)NC1CCN(C(=O)OC(C)(C)C)CC1 | -3% | -8% | -1% | . | . | 10% | 6 | -25% | 18%

Some of these compounds in order of number of heavy atoms, high to low.
SMILES | ERG-DNA inh | POLH inh | ALOX12 inh | Anesthetic bind | Pol beta inh | POLK inh | LDHA inh | RGS4 inhibitor | APEX1 inh
CN(Cc1ccccc1)C(=O)c1[nH]cnc1C(=O)NC1CCN(C(=O)OC(C)(C)C)CC1 | -3% | -8% | -1% | . | . | 10% | 6 | -25% | 18%
COc1ccc(CC(=O)NNC(=O)c2ccc(Br)s2)cc1OC | -4% | -19% | 1% | . | . | 0% | -4 | -11% | 6%
COc1ccccc1N1CCN(C(=O)N2CCOCC2)CC1 | -1% | 0% | ? | -9% | -22% | -9% | -9 | -8% | 2%
